Bioassay records from PubChem BioAssay.
UPR CHOP act: activators of apoptotic arm of unfolded protein response (CHOP) | CHO-CHOP luciferase reporter, UPR activation, luminescence; percent of tunicamycin response over DMSO baseline | activation, % at 10 µM | actives 0.34% (n = 330,000);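 active means at 10 µM dose, activation of 40% or more, normalized to positive control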;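 further: 100% = tunicamycin at 10 µg/mL and 0% = DMSO alone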
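Dosing – one dose, 10 µM in 0.5% DMSO · System – CHO-CHOP cells, stable luciferase reporter of PERK-eIF2a-CHOP signalling · Input – 500 cells/well · Control set – tunicamycin 10 µg/mL final as positive, DMSO-only wells as negative · Timing – 6 h compound treatment, 37 °C · Measure – % activation vs tunicamycin · Technique – luminescence read with Steady-Glo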
UPR XBP1 act: activators of adaptive arm of unfolded protein response (XBP1); CHO-XBP1 luciferase reporter, IRE1-XBP1 UPR activation, luminescence; percent of tunicamycin response, DMSO as zero; activation, % at 20 µM; actives 0.33% (n = 330,000);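 active means versus positive control, 20 µM dose yields 30% or more activation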;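 further: 100% = tunicamycin at 10 µg/mL and 0% = DMSO only wells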
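Assay system: IRE1-XBP1 luciferase reporter CHO line. Input: 1000 cells/well. Buffer or medium: F12 with 10% serum. Doses: 20 µM, 1% DMSO. Times: overnight seeding at 37 °C, 6 h compound treatment at 37 °C. Technique: Steady-Glo luciferase glow luminescence, 10 min after reagent addition.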
tim23-1 inh: growth inhibitors of tim23-1 mutant yeast; S. cerevisiae tim23-1 growth, BacTiter-Glo luminescence, 24 h; actives 1.3% (n = 330,000); inhibition, % at 20 µM;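 active means growth inhibition of the mutant yeast at or above 50%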;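 further: temperature-sensitive mutant grown at 25 °C; plate controls were DMSO-treated mutant yeast for no effect and medium wells lacking yeast for full effect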
Mdm2 MdmX PPI: disrupts the human Mdm2-MdmX interaction; O15151+Q00987; SaOS-2 split-luciferase Mdm2/MdmX complementation, luminescence; inhibition, % at 8 µM; actives 3% (n = 330,000); AID 485346;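 active means inhibition of at least 50% at 8 µM in the primary screen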
697 NFkB inh: inhibitors of the PMA/ionomycin-induced NF-kB reporter in 697 B cells | actives 0.33% (n = 330,000) | 697 B-cell NF-kB luciferase reporter, 16 h | inhibition, % at 4 µM | AID 435022; in the data active means inhibition above about 35%
Jurkat NFkB inh: inhibitors of the PMA/ionomycin-induced NF-kB reporter in Jurkat cells. PMA/ionomycin-induced NF-kB luciferase reporter, luminescence. inhibition, % at 4 µM. actives 0.53% (n = 330,000). AID 435003; in the data active means inhibition above about 50%
APJ ag: agonists of human APJ apelin receptor. P35414. CHO-K1 APJ PathHunter beta-arrestin, luminescence; 0% DMSO wells, 100% apelin. activation, % at 20 µM. actives 0.11% (n = 330,000). AID 2520;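 active means activation more than six SD over the plate average, tested at 20 µM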;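 further: 0% = DMSO alone and 100% = apelin-13 at 10 nM; some results filed as inactive read as strong as hits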
Target sequence (P35414 whole entry, looked up): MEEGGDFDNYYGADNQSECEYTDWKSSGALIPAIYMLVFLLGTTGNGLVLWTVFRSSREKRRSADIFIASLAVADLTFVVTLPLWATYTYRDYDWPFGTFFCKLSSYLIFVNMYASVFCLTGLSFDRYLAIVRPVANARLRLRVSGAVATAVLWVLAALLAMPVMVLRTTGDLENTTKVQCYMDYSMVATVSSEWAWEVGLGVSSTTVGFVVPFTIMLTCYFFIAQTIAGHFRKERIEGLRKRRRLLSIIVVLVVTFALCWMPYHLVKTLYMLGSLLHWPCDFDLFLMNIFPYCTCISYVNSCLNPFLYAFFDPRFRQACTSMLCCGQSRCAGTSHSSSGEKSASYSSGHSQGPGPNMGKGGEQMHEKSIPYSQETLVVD
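Incubation: overnight seeding, 90 min compound at 25 °C, 1 h detection; test system: PathHunter CHO-K1 APJ (AGTRL-1) beta-arrestin reporter cells; amount: 1000 cells/well; doses: one dose, 20 µM compound, 1% DMSO; measured by: beta-gal luminescence; measure: agonist-driven arrestin binding to APJ; benchmarks: negative DMSO alone, positive Apelin-13 at 10 nM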
APJ antagonist: APJ receptor antagonism. CHO-K1 APJ beta-arrestin complementation, luminescence. inhibition, % at 20 µM. actives 0.32% (n = 330,000). AID 2521;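 active means inhibition above about 40% at 20 µM, limit read from the data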;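 further: cells challenged with 10 nM apelin-13 agonist together with compound; plate controls were apelin-13 plus DMSO wells for no effect and DMSO wells lacking apelin-13 for full effect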
Starred values were filed as active, the others as inactive.

SMILES	UPR CHOP act	UPR XBP1 act	tim23-1 inh	Mdm2 MdmX PPI	697 NFkB inh	Jurkat NFkB inh	APJ ag	APJ antagonist
CCOc1ccc(S(=O)(=O)N2CCN(Cc3ccc4c(c3)OCO4)CC2)cc1C	0.1	4	28	-5	-12	0	1	11
CC(C)c1onc(C(=O)NCc2ccc(Cl)cc2)c1[N+](=O)[O-]	2.5	-2	32	0	10	17	2	6
CCOc1ccccc1NC(=O)CSC1=NN2CCCC(=O)N=C2S1	-0.5	-1	4	5	5	1	2	8
O=[N+]([O-])c1ccc2cn[nH]c2c1	-0.4	-5	6	21	13	5	-5	5
COc1cc(OC)c(C2C(C(=O)O)c3ccccc3C(=O)N2C)cc1OC (stereo not drawn)	-0.3	-1	5	-3	5	-6	2	1
CCOC(=O)c1ccc[n+](CC(=O)c2ccc(NC(=O)c3ccccc3)cc2)c1	1.2	-3	7	-16	-20	-23	-1	15
COc1ccc(/C=C2\SC(N3CCCCC3)=NC2=O)cc1OC	4.7	5	19	23	-1	-13	-3	17
C=CCn1c(=O)/c(=C\c2ccccn2)s/c1=C(/C#N)C(=O)NCC1CCCO1 (stereo not drawn)	2.6	-3	6	-5	15	-15	-1	-5
O=C(NC(=S)N1CCCCC1CO)C12CC3CC(CC(C3)C1)C2 (stereo not drawn)	-1.6	-1	16	-17	6	-4	-8	19
CCOC(=O)/C=c1\s/c(=C\c2ccc(C(=O)OC)cc2)c(=O)n1CC(=O)Nc1ccccc1	27	92*	9	62*	11	6	1	6

Next part; it opens with the 6 that closed the last part.
SMILES	UPR CHOP act	UPR XBP1 act	tim23-1 inh	Mdm2 MdmX PPI	697 NFkB inh	Jurkat NFkB inh	APJ ag	APJ antagonist
COc1cc(OC)c(C2C(C(=O)O)c3ccccc3C(=O)N2C)cc1OC (stereo not drawn)	-0.3	-1	5	-3	5	-6	2	1
CCOC(=O)c1ccc[n+](CC(=O)c2ccc(NC(=O)c3ccccc3)cc2)c1	1.2	-3	7	-16	-20	-23	-1	15
COc1ccc(/C=C2\SC(N3CCCCC3)=NC2=O)cc1OC	4.7	5	19	23	-1	-13	-3	17
C=CCn1c(=O)/c(=C\c2ccccn2)s/c1=C(/C#N)C(=O)NCC1CCCO1 (stereo not drawn)	2.6	-3	6	-5	15	-15	-1	-5
O=C(NC(=S)N1CCCCC1CO)C12CC3CC(CC(C3)C1)C2 (stereo not drawn)	-1.6	-1	16	-17	6	-4	-8	19
CCOC(=O)/C=c1\s/c(=C\c2ccc(C(=O)OC)cc2)c(=O)n1CC(=O)Nc1ccccc1	27	92*	9	62*	11	6	1	6
O=C(COC(=O)CN1C(=O)c2ccccc2C1=O)Nc1ccccc1	0.2	1	2	-18	-8	-3	-1	2
CCCC1=Nc2cc(C(=O)N3CCC(C(=O)OCC)CC3)ccc2Sc2ccccc21	1.3	-5	22	15	-3	16	-3	-10
O=C(Nc1cccc(S(=O)(=O)N2CCCCCC2)c1)C1CCN(C(=O)c2ccc(Cl)cc2)CC1	0.4	-2	-16	31	-4	34	-2	11
CC1CC(C)CN(CCCNC(=O)COc2cc(=O)n(C)c3ccccc23)C1 (stereo not drawn)	-1.6	1	1	13	1	-8	-3	17
CCCCCNC(=O)c1ccc2c(=O)n(CC3CCCO3)c(=S)[nH]c2c1 (stereo not drawn)	-0.4	-3	13	-25	24	-4	-3	13
O=C(CN1CCN(Cc2ccccc2)CC1)N/N=C\C=C/c1ccco1	-0.2	-1	19	-2	12	-15	-2	11
Cc1ccc(-n2[nH]c(C)c(C=Nc3ccc(S(=O)(=O)Nc4nccs4)cc3)c2=O)c(C)c1	0.2	-2	-8	4	17	-12	-3	12
O=C(CSc1nnc(CNC(=O)c2c(F)cccc2F)o1)NCc1ccccc1	1.7	-5	22	4	8	2	1	3
CCOC(=O)c1c(NC(=O)C(C)Sc2c[nH]c3ccccc23)sc2c1CCC2 (stereo not drawn)	2.2	1	36	13	-3	36	-1	-6
O=c1cnc(-c2ccc(Cl)cc2)cn1O	-2.4	2	5	-5	5	5	-2	-9
Cc1cc(C)cc(N(CCC#N)C(=O)COC(=O)c2ccccc2SCC(=O)N2CCCC2)c1	-1.5	-4	4	14	-23	17	2	-38
COc1ccc(C)cc1NC(=O)NNC(=O)C1CCC(C(C)(C)C)CC1 (stereo not drawn)	0.0	-6	25	23	1	-9	-2	4
Cc1cccc(C)c1NC(=O)CSc1nnc(NC(=O)CN2CCOCC2)s1	0.8	-1	7	19	3	3	4	17
C=CCn1c(N(C)C)nc2c1c(=O)[nH]c(=O)n2C	0.3	-4	-9	-26	-12	-15	-2	-22
COc1ccc(-n2c(=S)[nH]c3cc(C(=O)Nc4cc(OC)c(OC)c(OC)c4)ccc3c2=O)c(OC)c1	2.6	-3	-1	-3	13	1	-7	5
CN(C(=O)c1cccc(NC(=O)Cc2ccc([N+](=O)[O-])cc2)c1)C1CCC1	0.1	-4	18	15	10	7	0	8
CC1CCC(NC(=O)CCN2C(=O)C3CC=CCC3C2=O)CC1 (stereo not drawn)	3.1	4	5	-11	-7	0	1	2
CCOC(=O)C1CCCN(C(=O)c2cc(-c3ccccc3)on2)C1 (stereo not drawn)	0.1	-3	25	2	-72	-3	1	6
CCOCC(=O)Nc1nc2ccc(OC)cc2s1	5.9	-2	19	-49	-125	-57	1	15
COc1ccc(NC(=O)CN2CCN(c3ccc(C)cc3C)CC2)cc1	2.4	1	28	5	12	17	-4	17
CN(C)c1ccc(/C=C2\CCCc3c2nc2ccccc2c3C(=O)O)cc1	6.5	2	-3	-57	-61	2	0	-10
COc1ccc(N(C(=O)/C=C/c2ccccc2)C2=CC3CCC(C2)N3C)cc1 (stereo not drawn)	-1.6	0	6	11	-13	5	-8	0
CCCCOC(=O)C[N+](C)(C)CCOC1CC2CCC1(C)C2(C)C (stereo not drawn)	-0.4	-2	9	12	-15	3	-3	5
CCOC(=O)N1CCN(S(=O)(=O)c2cc(-c3nn4c(C)nnc4c4ccccc34)ccc2C)CC1	-3.5	-1	17	59*	24	6	9	-1
CCn1c2ccccc2c2cc(NC(=O)COC(=O)C3CCC(=O)N3)ccc21 (stereo not drawn)	2.1	-5	11	24	-22	23	-1	-24
O=C(CSc1nnc(COc2ccccc2)o1)c1ccccc1	-0.7	-1	22	-25	35	15	-1	4
COc1ccccc1CCC(=O)OCC(=O)Nc1cccc(S(=O)(=O)N2CCCCC2)c1	1.7	2	12	-10	8	1	-4	-10
C=CCn1c(SCC(=O)N2CCN(c3ccccc3)CC2)nc2c([nH]c3ccccc32)c1=O	21	73*	5	48	9	0	65*	-17
Oc1ccccc1N1CCN(c2nnnn2-c2ccccc2)CC1	-1.3	-2	24	19	19	12	-1	10
COc1ccc(N2CCC(CNC(=O)Nc3ccc(OC)cc3OC)C2)cc1 (stereo not drawn)	-0.8	-5	13	20	7	5	-2	7
CN(C)C(=O)/C=C\c1cn(-c2ccccc2)nc1-c1ccc2c(c1)OCCO2	1.3	4	23	36	10	-4	0	-5
O=C(CSc1ccccc1)NCCc1ccc(F)cc1	1.1	-4	2	-6	-10	-3	1	9
O=C(OCC(=O)N1CCOCC1)c1cccc(S(=O)(=O)N2CCCc3ccccc32)c1	0.9	-2	10	16	-8	-6	-2	25
Cc1ccc(C2NS(=O)(=O)N=C2N)cc1 (stereo not drawn)	-1.8	-1	11	5	4	-19	-6	-16
CC(C)c1ccc(NC(=O)[C@@H](NC(=O)N2CC(=O)Nc3ccccc32)C(C)C)cc1	1.8	-3	11	46	-20	38	-4	1
Cc1csc(=O)n1CCC(=O)OCC(=O)Nc1cc(Cl)ccc1[N+](=O)[O-]	-1.6	-2	27	1	4	2	17	-65
CN(C)N1C(N)=C(C#N)C(c2ccccc2)C2=C1CCCC2=O (stereo not drawn)	-0.7	-2	7	-21	-6	-23	-1	-52
Fc1ccc(OCCn2cnc(Cl)c2Cl)cc1	1.8	0	10	-1	14	4	-1	9
CCOC(=O)C(CO)(NC(C)=O)C(=O)OCC	-1.6	1	8	-11	-1	1	-3	3
COc1ccc(CNC(=O)CN2c3ccccc3S(=O)(=O)c3ccccc32)cc1	1.1	-4	1	-3	-11	-4	0	8
COc1ccc(C(=O)NCC(=O)N2CCN(c3ccccc3)CC2)cc1	-0.8	-1	0	18	10	23	3	5
CCn1c(CCNC(=O)c2ccc(C)cc2)nnc1SCc1ccc(Cl)c(Cl)c1	-0.2	-2	30	32	-1	22	0	-2
C=C1C(C(=O)Nc2ccc(OCC)cc2)C1C(=O)Nc1ccc(OCC)cc1 (stereo not drawn)	-0.1	-1	-1	37	-2	-3	-2	2
CC(Sc1nnc(-c2ccc(OC(F)F)cc2)o1)C(=O)NCC1CCCO1 (stereo not drawn)	-0.7	-6	21	-6	8	8	-9	-2
Cc1ccc(-c2cc(C(=O)N/N=C/c3c[nH]c4ccccc34)n[nH]2)o1	1.8	4	8	13	18	4	-1	-1
CCc1nnc(NC(=O)CSc2nc(C)cs2)s1	-0.5	-5	19	2	-6	-9	-2	11
Cc1ccc(N(C(=O)Cn2nnc(-c3ccccc3F)n2)C(C(=O)NC2CCCC2)c2ccncc2)cc1 (stereo not drawn)	1.1	4	1	32	6	25	-2	10
COc1cccc(CN(C)C(=O)CSc2nc3ccccc3[nH]2)c1OC	2.6	7	19	-40	-33	-30	-2	6
Cc1cc(C)n2nc(CNS(=O)(=O)c3cccc([N+](=O)[O-])c3)nc2n1	2.0	-1	0	5	7	7	0	-2
CCCCCC(=O)NNC(=S)NC(C)=O	-1.3	-1	-32	-13	0	3	-6	17

Going on with the list:
SMILES	UPR CHOP act	UPR XBP1 act	tim23-1 inh	Mdm2 MdmX PPI	697 NFkB inh	Jurkat NFkB inh	APJ ag	APJ antagonist
O=C(N[C@@H]1CCC(=O)N(CC[C@H](Sc2ccc(Br)cc2)c2ccccc2)CC1)OCc1ccccc1	1.1	-1	18	21	-5	7	-5	-3
Cc1ccnc(NC(=O)c2ccc(OCC3CCCO3)cc2)c1 (stereo not drawn)	-5.1	-6	32	-35	-198	-76	5	17
CN1C(=O)C(CC(=O)NCCc2ccccc2)N(NC(=O)c2cccc(F)c2)C1=S (stereo not drawn)	1.5	6	15	6	12	14	0	5
O=C(CN1CCOCC1)Nc1scc(-c2ccccc2)c1C(=O)N1CCOCC1	-2.0	-1	7	-1	2	-2	-1	9
COc1ccccc1CNC(=O)c1c(-c2ccccc2Cl)noc1C	-0.8	-3	17	14	1	10	-3	-10
CCN(CC)S(=O)(=O)c1ccc(C(=O)Nc2nnc(NC(=S)Nc3ccccc3)s2)cc1	-1.7	0	22	45	-85	-11	-6	10
COCC(C)NCc1cccc(OC)c1OC (stereo not drawn)	1.5	0	4	8	19	-7	0	1
COc1cccc2c(C)c(C(=O)O)[nH]c12	-8.3	-5	19	-7	-32	22	14	17
N#Cc1ccsc1NC(=O)CCN1C(=O)C2CCCCC2C1=O (stereo not drawn)	-1.6	11	5	-5	-7	5	1	0
Cc1ccc2c(c1)[C@H]1[C@H](CO2)[C@H](c2ccccc2)[C@]2(C)C(=O)N(Cc3ccccc3)CC(=O)N12	-2.2	1	28	13	10	9	-4	5
CN(Cc1ccccc1)C(=O)c1ccco1	0.6	-2	-4	-6	-6	12	-1	7

Compounds as they come, and some 5% of all compounds hit somewhere here.
